High-throughput results as filed in PubChem.
m5-HT2A agonist: agonists of mouse serotonin 5-HT2A receptor (HTR2A); P35363; CHO-K1 mHTR2A beta-arrestin complementation, luminescence; percent of 30 µM serotonin response; activation, % at 7.6 µM; actives 0.66% (n = 360,000);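 active = activation above a run cutoff, the mean activation of all tested compounds plus 3 SD, cut at about 14% in these data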;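 also: 0% = plate median of compound wells and 100% = 30 µM serotonin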
MC4R barr agon: human MC4R agonism via beta-arrestin; actives 0.98% (n = 360,000); activation, % at 8.9 µM; U2OS MC4R beta-arrestin complementation, luminescence; percent of melanotan II response, DMSO zero; P32245;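 active = activation above a per-plate cutoff, the mean activation of sample wells on that plate plus 3 SD, cut at about 8% in these data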
Target sequence (P32245 whole entry, looked up): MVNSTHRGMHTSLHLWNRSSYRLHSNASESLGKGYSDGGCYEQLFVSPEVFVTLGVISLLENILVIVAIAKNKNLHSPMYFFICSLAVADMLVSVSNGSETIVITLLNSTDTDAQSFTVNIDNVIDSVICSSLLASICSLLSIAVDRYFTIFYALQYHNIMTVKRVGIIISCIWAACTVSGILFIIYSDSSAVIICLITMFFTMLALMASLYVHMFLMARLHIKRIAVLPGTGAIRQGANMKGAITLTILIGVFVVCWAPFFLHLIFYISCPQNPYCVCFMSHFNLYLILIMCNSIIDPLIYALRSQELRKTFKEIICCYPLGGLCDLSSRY
PDI inh: PDI (human) enzyme inhibition | actives 0.052% (n = 350,000) | PDI insulin aggregation turbidity, A650, 90 min | inhibition, % at 10 µM;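 active = mean inhibition across replicates of 30% or more, whatever share of single replicates reach that level; inconclusive = mean inhibition below 30% while every single replicate reaches 30%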;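 also: absorbance from insulin aggregation driven by PDI reduction with DTT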
Target sequence (P07237 whole entry, looked up): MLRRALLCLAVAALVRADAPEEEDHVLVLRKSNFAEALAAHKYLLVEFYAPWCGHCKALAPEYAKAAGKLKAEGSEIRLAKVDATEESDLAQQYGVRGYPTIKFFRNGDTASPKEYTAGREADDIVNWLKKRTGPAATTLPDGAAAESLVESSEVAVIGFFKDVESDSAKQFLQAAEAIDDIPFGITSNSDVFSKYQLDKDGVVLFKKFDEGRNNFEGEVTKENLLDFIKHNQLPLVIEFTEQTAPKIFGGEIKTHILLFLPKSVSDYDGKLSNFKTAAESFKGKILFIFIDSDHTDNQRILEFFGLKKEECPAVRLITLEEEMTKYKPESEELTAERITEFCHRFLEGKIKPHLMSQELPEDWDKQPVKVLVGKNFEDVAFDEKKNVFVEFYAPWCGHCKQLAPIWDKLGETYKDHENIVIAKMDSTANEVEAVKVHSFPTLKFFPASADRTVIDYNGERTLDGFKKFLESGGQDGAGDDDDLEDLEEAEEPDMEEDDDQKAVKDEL
ABCB6 inh MLPCN: inhibitors of human ABC transporter ABCB6. Q9NP58. K562-ABCB6 porphyrin accumulation, flow cytometry, 1 h; stronger effect = lower value. fluorescence ratio to DMSO, % at 10 µM. actives 0.19% (n = 360,000). AID 602162;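 active = fluorescence ratio to DMSO below 75%, the collection mean minus 3 SD; inconclusive = too few cells collected in the well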;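 also: signal is porphyrin accumulated inside mitochondria; 100% equals median channel fluorescence of DMSO control wells; lower ratio means ABCB6 inhibition with less porphyrin fluorescence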
CaV13 FRET inh: Disruptors of the CACNA1D IQ motif to Ca2+-dependent inactivation inhibitor domain association, primary screening, Förster resonance energy transfer in intact living …; AID 743397; HEK cells, CFP/YFP FRET ICDI-IQ, plate reader, 10 min; percent FRET-ratio fall versus neutral wells; inhibition, % at 12.3 µM; actives 0.098% (n = 340,000);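 active = mean replicate inhibition of at least 30% and at least 1% of replicates passing that level; inconclusive = only one of the two criteria is met; inactive = neither criterion is met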;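 also: 0% = median of the neutral control wells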
Vif inh: blocks HIV Vif function | HEK293T cells, Vif self-association by quenched fluorescence, imaging, 24 h | inhibition, % at 7.49 µM | actives 0.35% (n = 340,000) | AID 602346; in the data active = inhibition above about 50%, passing the limit was not always enough; inconclusive = no clear call, values can overlap the other calls; inactive = below about 31%; also: some results filed as inactive read as strong as hits
aDG glyco up: increases alpha dystroglycan glycosylation; actives 0.22% (n = 360,000); Pro5-aDG cells, alpha-DG glycosylation AlphaScreen (IIH6); 0% Pro5, 100% B10-LARGE cell signal; activation, % at 10 µM;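 active = activation of at least 8% versus controls, or a plate z-score of at least 8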;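 also: Pro5 are CHO cells carrying HIG-tagged alpha-DG that lacks glycosylation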
MC4R antagonist: antagonists of human melanocortin 4 receptor (MC4R); actives 0.48% (n = 360,000); P32245; inhibition, % at 6.5 µM; MC4R-expressing cells, MTII-stimulated cAMP, LANCE TR-FRET;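 active = inhibition above its plate's cutoff, the mean of tested wells on that plate plus 3 SD, cut at about 29% in these data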;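 also: 0% = Melanotan II alone and 100% = Melanotan II plus saturating MCL0020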
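System: U2OS cells stably expressing human melanocortin 4 receptor (MC4R). Reagent: Melanotan II challenge after compound preincubation. Doses: 6.5 µM. Times: 30-min compound, 1-h challenge, 1-h detection, room temperature. Measured by: TR-FRET with Eu-cAMP and labeled anti-cAMP, 671 nm. Replicates: singlicate.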
Cardio protect: protects H9c2 cardiomyocytes from peroxide injury; actives 0.63% (n = 360,000); H2O2 injury protection, ATPLite, 2 h; AID 588492; protection from H2O2 cell death, % at 20 µM;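 active = compounds giving at least 50% protection of heart cells from peroxide-induced death in the single-dose screen, raw or plate-pattern-corrected value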;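 also: 0% = DMSO wells with peroxide and 100% = DMSO wells without peroxide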
N-glyco inh: blocks N-linked glycosylation in D54 reporter cells; D54 ERlucT glycosylation luciferase reporter, 24 h; percent of 100 nM tunicamycin response; AID 588692; reporter increase, % at 12.5 µM; actives 0.23% (n = 360,000);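 active = mean luciferase reporter signal, scaled so untreated is 0 and the glycosylation-blocking control 100, at or above a set limit in every replicate; inconclusive = mean reaches the limit but not every replicate does; inactive = mean below the limit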;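 also: luciferase carries N-glycosylation sites so blocking glycosylation raises the light; 0% = median of neutral control wells and 100% = median of 100 nM tunicamycin wells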
Active calls of the source: *; i = inactive; ? = inconclusive; . = not tested or not shown. Not a hit list; overall some 3.6% were active at least once.

Sequence of screens: m5-HT2A agonist	MC4R barr agon	PDI inh	ABCB6 inh MLPCN	CaV13 FRET inh	Vif inh	aDG glyco up	MC4R antagonist	Cardio protect	N-glyco inh
1. O=S(=O)(c1cccc(Br)c1)N1CCN(c2ccnc3cc(Cl)ccc23)CC1
    4	-2.5	-6	99	-5	-7	0.4	9	-8	-3
2. CCN(CC)c1ccc(/C=N/NC(=O)c2cccc(S(=O)(=O)Nc3ccccc3OC)c2)cc1
    -4	-3.8	-5	109	-14	2	1.0	6	2	-1
3. Cc1cc(C)c(S(=O)(=O)c2ccccc2C)c(Oc2ccccc2)n1
    -3	0.6	-3	95	-4	-2	0.3	10	-10	-2
4. Cc1cccc(Oc2ccccc2N)c1
    3	-0.2	-5	99	-8	13	0.2	2	3	1
5. O=C(OCC(=O)N1CCN(c2ccccc2)CC1)c1ccccc1[N+](=O)[O-]
    -2	-1.3	3	103	-4	-8	1.1	4	-10	-5
6. CN(CCNC(=O)C1(O)c2ccccc2NC(=O)N1c1ccccc1)Cc1ccccc1 (stereo unspecified)
    0	1.7	-3	100	-5	-1	-0.3	-4	-1	1
7. N#CC(=C1C=CC(=NO)C(Cl)=C1)c1ccc(Cl)cc1
    7	-2.1	-11	100	-4	10	0.2	-22	-8	3
8. COCCNc1ncnc2c1ncn2[C@H]1CN(Cc2ccc(OC)cc2)C[C@@H](CO)O1
    10	0.0	-1	98	-11	0	-0.1	2	2	0
9. O=C1CCCN1c1ccc(S(=O)(=O)NCc2ccc(F)cc2)cc1
    -4	-1.5	3	97	-3	-2	-0.1	8	-4	1
10. N=c1oc2ccc(Cl)cc2cc1C(=O)Nc1ccc(F)cc1
    -1	-1.3	-1	100	-20	-4	0.0	6	4	4
11. CS(=O)(=O)c1ccc(-c2sc3ccccc3c2C(=O)NCCCN2CCOCC2)cc1
    -1	-0.4	-2	96	-6	.	0.1	3	20	0
12. CCOC(=O)c1c(C)c(C)n(Cc2cccc(OC)c2OC)c1C
    -2	-0.1	-12	102	-3	3	-0.3	3	-9	-3
13. CCn1c(C2CC(=O)N(Cc3ccccc3)C2)nc2ccccc21 (stereo unspecified)
    41*	-0.1	.	92	-4	-4	-0.3	2	4	3
14. COCCNC(=S)N/N=C/c1ccc2c(c1)OCCO2
    -2	-0.2	-6	96	-15	10	0.8	17	-15	0
15. O=c1c2ccccc2oc2nc(C3CCCCC3)n(Cc3ccco3)c(=O)c12
    -2	-0.9	-1	96	-4	-7	-0.1	2	17	4
16. COc1ccc(OC)c(N2C(=O)c3ccccc3C2c2nnnn2-c2ccc3c(c2)OCCO3)c1 (stereo unspecified)
    0	.	.	99	-7	.	-0.3	.	.	.
17. Cc1ccc(N=CC2=C(O)CC(c3ccc(Cl)cc3)CC2=O)cc1 (stereo unspecified)
    2	-2.0	1	94	-5	-7	0.0	-3	1	-2
18. O=C(Nc1cnn(Cc2ccc(Cl)c(Cl)c2)c1)C12CC3CC(CC(C3)C1)C2
    -5	-1.4	17	86	-4	-5	0.6	1	-5	-2
19. CN(C)Cc1nc2c(c(=O)[nH]1)C(C)(C)Cc1ccccc1-2
    -4	-0.8	-7	100	.	4	-0.2	2	12	1
20. CC1CCN(c2ccc(C=O)o2)CC1
    4	-2.8	16	97	-2	-3	0.0	3	-5	1
21. CCN(CC)S(=O)(=O)c1cccc(C(=O)NC2CCCCC2)c1
    1	0.2	-5	96	-7	-8	0.2	-4	-4	0
22. c1ccc(-c2ccccc2-n2cnnn2)cc1
    0	0.1	-3	98	-5	6	-0.1	-1	-1	2
23. COC(=O)c1c(NC(=O)CN2CCCC(C)C2)c2c(C)cccc2n1C (stereo unspecified)
    -6	0.9	3	104	-6	1	-0.1	-5	-5	-1
24. CN(C)c1cccc(C(=O)NCCCn2ccc3ccccc32)c1
    -7	-1.0	3	92	-4	0	0.2	-2	0	-6
25. C[C@@H]1C=C[C@](Cc2ccccc2)(C(=O)NCCc2c[nH]c3ccccc23)N1C(=O)c1ccccc1
    0	1.8	-1	93	-1	-5	0.0	9	-9	-5
26. CC(C)N1C(=O)S/C(=C/c2ccc(Sc3nc4ccccc4[nH]3)o2)C1=O
    -1	-3.0	0	98	-2	-2	3.7	-9	-25	-2
27. CC(C)(C)C1CCC(=NNc2nc3ccccc3[nH]2)CC1 (stereo unspecified)
    -4	-0.8	1	101	-5	1	-0.2	4	8	1
28. CCOc1ccc(CCNC(=O)C2=C(C)C(=O)OC23CCCCC3)cc1OCC
    4	-1.6	-1	104	4	-2	-0.3	4	0	2
29. CCC(C)[C@H](NC(=O)C1CC(=O)N(c2ccc(OC)cc2)C1)C(=O)NC1CCCC1 (stereo partly specified)
    -2	-2.2	-3	113	-15	-3	0.1	4	-1	1
30. CC(C)CSc1nc2c(c(=O)[nH]c(=O)n2C)n1CCc1ccccc1
    0	0.0	-1	86	1	-10	0.3	6	-16	3

Record cards, from the list above. Order of screens: m5-HT2A agonist, MC4R barr agon, PDI inh, ABCB6 inh MLPCN, CaV13 FRET inh, Vif inh, aDG glyco up, MC4R antagonist, Cardio protect, N-glyco inh
Profile of `O=c1c2ccccc2oc2nc(C3CCCCC3)n(Cc3ccco3)c(=O)c12` = -2, -0.9, -1, 96, -4, -7, -0.1, 2, 17, 4
Profile of `O=C1CCCN1c1ccc(S(=O)(=O)NCc2ccc(F)cc2)cc1` = -4, -1.5, 3, 97, -3, -2, -0.1, 8, -4, 1

Carrying on:
Sequence of screens: m5-HT2A agonist	MC4R barr agon	PDI inh	ABCB6 inh MLPCN	CaV13 FRET inh	Vif inh	aDG glyco up	MC4R antagonist	Cardio protect	N-glyco inh
31. COc1ccc(-c2cc(=O)c3cc(F)ccc3[nH]2)cc1
    3	-1.4	7	97	-8	4	0.3	-3	46	-1
32. Cc1ccc(NC(=O)[C@H](NC(=O)[C@@H]2Cc3ccccc3CN2)c2ccccc2)cc1C
    4	0.8	0	107	-13	1	0.5	10	1	-2
33. CCOC(=O)CCNC(=O)N1CCC(CCOc2ccccc2)(C(=O)OCC)CC1
    0	-0.9	3	98	-1	-4	-0.1	3	3	0
34. COc1ccccc1N(C)S(=O)(=O)c1ccc(C(=O)Nc2nc(C)c(C(C)=O)s2)cc1
    18*	-3.5	6	97	-5	23	-0.2	8	6	1
35. CCOC(=O)[C@@H]1[C@H]2COc3cc(OC)ccc3[C@@H]2N2C(=O)N(c3ccc(C(F)(F)F)cc3)C(=O)[C@@]12C
    6	-0.3	-1	98	-4	-4	0.0	3	7	1
36. CCC(=O)Nc1nonc1-c1nc2ccccc2n1CC(C)C
    -2	0.0	6	101	-3	-8	0.1	6	-8	-5
37. CCOc1ccc(NC(=O)CN(C)C(=O)Cn2cnc3c2c(=O)n(C)c(=O)n3C)cc1OCC
    3	-3.4	0	96	-6	1	0.0	2	-4	0
38. O=C(Nc1ccccc1F)NC1CC1
    -3	-2.8	?	99	-5	14	-0.2	11	2	3
39. CCN(CC)c1ccc(/C=c2/sc3nnc(-c4ccccc4C)n3c2=O)cc1
    -2	-0.1	0	i	.	26	-0.2	5	-12	1
40. Cc1ccc(S(=O)(=O)N2CCCCC2CCNC(=O)C(=O)Nc2ccccc2F)cc1 (stereo unspecified)
    -6	2.0	-3	101	-16	-2	-0.2	-2	-5	13
41. COc1ccc(C(=O)N/C(=C\c2ccco2)C(=O)NC2CCS(=O)(=O)C2)cc1 (stereo unspecified)
    -2	-3.5	0	100	-3	19	0.0	5	5	0
42. O=C1c2oc3ccccc3c(=O)c2C(c2ccc(O)cc2)N1c1nccs1 (stereo unspecified)
    -1	-3.4	1	99	-6	0	-0.2	11	13	-3
43. COc1cc(/C=C/C(=O)Nc2ccc(OC)c(S(=O)(=O)N3CCOCC3)c2)ccc1OC(F)F
    6	-3.3	-4	94	-3	-3	-0.2	18	-1	2
44. NC(=O)c1ccccc1NC(=O)CCCc1ccccc1
    -5	-1.7	20	98	-6	-6	0.0	-5	1	2
45. COc1cccc(OC)c1C(=O)Nc1nnc(C(C)C)s1
    1	-1.6	-9	90	-7	4	0.0	5	-2	0
46. C[C@@H]1O[C@H](C2CCCC2)CC2=C1C(=O)OC(C)(C)O2
    3	.	.	98	-5	.	0.0	.	.	.
47. C=CCSc1n[nH]c(-c2ccc(OCCC)cc2)n1
    -1	4.5	4	99	-6	-8	0.2	-2	-4	0
48. CCOc1cc(/C=C2/NC(=O)N(CC(=O)Nc3cccc(C)c3)C2=O)ccc1O
    -2	-3.3	4	78	-3	7	0.6	-3	14	5
49. COC(=O)Cc1c(C)c2ccc(OC3CCCCC3=O)cc2oc1=O (stereo unspecified)
    6	-0.4	4	100	-2	9	0.2	26	5	1
50. COc1ccc(Nc2ncccc2C(=O)O)cc1
    -3	-1.9	3	98	.	-8	-0.1	2	0	0
51. CCCCN(C=O)c1c(CC)nc2c(OCc3ccc(C(F)(F)F)cc3)cccn12
    -5	-1.6	-3	104	-4	-5	0.0	1	-20	0
52. COc1cc(C(=O)NNC(=O)COc2cccc(F)c2)ccc1OCC(=O)N1CCOCC1
    -5	-0.9	2	97	-5	28	-0.1	-1	2	3
53. COc1ccc(OC)c(NC(=S)NCC(c2cccnc2)N2CCOCC2)c1 (stereo unspecified)
    1	-1.0	4	101	-3	-5	-0.2	1	6	-2
54. Cc1ccc(-n2cc3c(-c4cccc(Br)c4)nnc(C)c3n2)cc1
    -1	-0.5	-10	125	-4	-7	-0.3	8	13	2
55. CCCN1Cc2cccc(C(=O)Nc3ccc(S(=O)(=O)N4CCCCCC4)cc3)c2C1=O
    1	1.0	21	100	-7	-1	0.2	2	-6	1
